Bioassay records from PubChem BioAssay.
LmPK inhibitor: qHTS Assay for Inhibitors of Leishmania Mexicana Pyruvate Kinase (LmPK); Q27686; 290,000 tested, 0.37% active; Potency, µM (highest dose often 57.5 µM), for the others: top-dose activity change, negative = inhibition, hits mostly inhibitors; purified LmPK, Kinase-Glo ATP luminescence, 1 h; further: potency means the concentration at half of the fitted maximal effect
Target sequence (Q27686 whole entry, looked up): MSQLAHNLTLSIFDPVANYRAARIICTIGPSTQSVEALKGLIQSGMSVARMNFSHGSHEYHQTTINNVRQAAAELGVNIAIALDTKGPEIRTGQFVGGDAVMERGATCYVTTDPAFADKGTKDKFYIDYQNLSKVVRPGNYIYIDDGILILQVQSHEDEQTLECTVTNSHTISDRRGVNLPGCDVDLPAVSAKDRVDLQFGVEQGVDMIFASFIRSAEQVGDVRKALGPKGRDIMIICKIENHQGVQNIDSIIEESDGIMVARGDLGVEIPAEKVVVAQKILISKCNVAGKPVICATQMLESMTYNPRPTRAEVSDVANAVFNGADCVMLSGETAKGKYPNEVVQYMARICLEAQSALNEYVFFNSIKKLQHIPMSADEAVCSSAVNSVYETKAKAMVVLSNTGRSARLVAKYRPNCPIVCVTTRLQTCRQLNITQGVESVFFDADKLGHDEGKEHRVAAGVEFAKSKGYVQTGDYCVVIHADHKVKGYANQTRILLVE
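Screened at intermediate enzyme activity to detect both inhibitors and activators: LmPK at 0.1 nM, with a 0.5 nM enzyme column as activation reference. PEP 0.5 mM, ADP 0.1 mM; ATP detected by luminescence after 1 h.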
AMA1-RON2 inh: qHTS for Inhibitors of AMA1-RON; Towards Development of Antimalarial Drug Lead: Primary Screen. AID 720542, 2013. AlphaScreen AMA1-biotinylated RON2 peptide binding. 360,000 tested, 0.2% active. Potency, µM (top dose mostly 58.2 µM), inactives show at the highest dose activity change, negative = inhibition, usual class: inhibitors. Plasmodium falciparum AMA1 (3D7) - RON2 peptide interaction;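 further: potency means the concentration at half of the fitted maximal effect; 0% = vehicle wells and -100% = peptide control; nearly all actives have a fitted effect of over 45% in size; some results filed as inactive show a strong effect at the top dose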
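AMA1 (3D7) with his tag at 25 nM final met compounds first, then biotinylated RON2 peptide at 25 nM; detection used donor plus acceptor beads, 10 µg/mL apiece, read by AlphaScreen after 30 min at room temperature.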
TbPYK inhibitor: qHTS of Trypanosoma Brucei Inhibitors | pyruvate kinase (Trypanosoma brucei), Q57TT1 | TbPYK enzyme, Kinase-Glo Plus ATP luminescence, 45 min | Potency, µM (doses to about 76.8 µM), for inactives: at the top dose activity, negative = inhibition, hits mostly inhibitors | 410,000 tested, 0.12% active | AID 624173, 2012; further: potency means the concentration at half of the fitted maximal effect; nearly all actives have a fitted effect of over 50% in size
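Glycolytic pyruvate kinase of T. brucei was incubated with substrate, test compound and 130 uM ADP for 45 minutes at room temperature. Luminescent Kinase-Glo Plus signal was measured after 10 minutes.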
HCMV antiviral: qHTS Assay for inhibitors of the human cytomegalovirus (HCMV); HFF cells, HCMV-luciferase reporter, 72 h; active compounds read low; activity change, negative = inhibition, % at 57.5 µM; 410,000 tested, 4.5% active; in the data active means activity change below about -60%; inconclusive means no clear call, values can overlap the other calls; inactive means above about -39%
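Human foreskin fibroblasts infected with luciferase-reporter HCMV at MOI 1 PFU/cell, compounds at two doses. Luciferase measured 72 h post infection; normalized to buffer-only basal and Salinomycin (10uM) controls.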
AmpC inh detg: qHTS Inhibitors of AmpC Beta-Lactamase (assay with detergent). AID 485294, 2010. 370,000 tested, 0.041% active. P00811. Potency, µM (highest dose often 114 µM), for inactives: top-dose activity change, negative = inhibition, usual class: inhibitors. AmpC hydrolysis of nitrocefin, absorbance 480 nm, 0.01% Triton;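 further: potency means the concentration at half of the fitted maximal effect; 0% = no-compound wells and -100% = no-enzyme wells; nearly all actives have a fitted effect of over 25% in size; some results filed as inactive show a strong effect at the top dose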
Target sequence (P00811 whole entry, looked up): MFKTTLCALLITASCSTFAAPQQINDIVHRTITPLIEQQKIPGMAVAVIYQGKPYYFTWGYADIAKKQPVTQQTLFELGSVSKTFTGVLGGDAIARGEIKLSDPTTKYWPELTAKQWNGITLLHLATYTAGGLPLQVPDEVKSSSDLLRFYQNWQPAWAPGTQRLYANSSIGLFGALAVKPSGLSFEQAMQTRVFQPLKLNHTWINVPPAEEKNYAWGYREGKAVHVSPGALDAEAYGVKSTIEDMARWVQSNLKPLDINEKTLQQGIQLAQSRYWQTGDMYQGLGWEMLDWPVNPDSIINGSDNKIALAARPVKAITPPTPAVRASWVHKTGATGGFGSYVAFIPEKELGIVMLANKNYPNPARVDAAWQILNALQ
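AmpC (5.3 nM in the dispensed reagent) in 20 mM phosphate pH 7.0 with 0.01% (detergent screen) or 0.0001% Triton X-100 was preincubated with compounds for 15 min at room temperature. Nitrocefin was then added from an 800 uM solution, and hydrolysis was followed at 480 nm.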
AmpC no deterg: qHTS Inhibitors of AmpC Beta-Lactamase (assay without detergent). Potency, µM (top dose mostly 57.1 µM), for inactives: at the highest dose activity change, negative = inhibition, usual class: inhibitors. 330,000 tested, 0.52% active. P00811. AmpC nitrocefin hydrolysis, absorbance 480 nm, 0.0001% Triton. AID 485341, 2010;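 further: potency means the concentration at half of the fitted maximal effect; plate controls were no compound for no effect and no enzyme for full effect; nearly all actives have a fitted effect of over 20% in size; some results filed as inactive show a strong effect at the top dose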
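20 mM phosphate pH 7.0 + 0.01% (detergent screen) or 0.0001% Triton X-100; 5.3 nM AmpC reagent; cpd preinc 15 min RT; nitrocefin (800 uM stock) to start; A480 q20 s × 4 min; Activity was normalised to no-enzyme and no-compound control wells.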
HCV inh: qHTS Assay for Inhibitors of Hepatitis C Virus (HCV). 340,000 tested, 3.4% active. Potency, µM (top dose mostly 41.8 µM), for the others: at the highest dose activity change, negative = inhibition, actives largely listed as inhibitors. Huh7.5.1 HCVcc-Cre infection, luciferase reporter, 44 h; further: potency means the concentration at half of the fitted maximal effect
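HCVcc-Cre virus at an moi near 0.5 was added right after compound to cells cultured 4 h from seeding (1,000 cells/well). Luciferase activity was determined 44 h later, 15 min after substrate addition at RT.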
* hit, by the source's call; [ ] = another dose, or the depositor's remark. Unless noted, the call rests on the fitted dose curve; in most records, active means well fitted curve in the direction sought with a large enough effect; inconclusive means small, poorly fitted or top-dose-only effect, or another doubt; inactive means no such curve, though single readings can be large; an effect the other way counts as inactive or inconclusive. Unless noted, on the % scale 0 is the no-effect control and ±100 the full control effect. No enrichment for hits (roughly 7.5% active in at least one column).

Start of the data: the first five compounds, to show the layout:
`NC(=O)C1CCN(C(=O)CC2C(=O)NCCN2Cc2cccc(Oc3ccccc3)c2)CC1` (stereo not drawn) gave LmPK inhibitor -4%, AMA1-RON2 inh 4%, TbPYK inhibitor -9%, HCMV antiviral -39, AmpC inh detg -10%, AmpC no deterg 61%[activator] and HCV inh 13%.
Screening Cc1ccc(C)c(OCC(=O)Nc2ccncc2)c1 returned LmPK inhibitor 5%, AMA1-RON2 inh 4%, TbPYK inhibitor 0%, HCMV antiviral -23, AmpC inh detg -9%, AmpC no deterg -32% and HCV inh -24%.
`C[C@H]1CN([C@@H](C)CO)C(=O)c2cc(Br)cnc2O[C@H]1CN(C)S(=O)(=O)c1cccs1` gave AMA1-RON2 inh -5%, TbPYK inhibitor 7% and HCMV antiviral -4.
`COC(=O)c1ccc2nc(NC(=O)CSCC(=O)OCC(=O)c3ccccc3)sc2c1` gave LmPK inhibitor 1%, AMA1-RON2 inh 4%, TbPYK inhibitor 11%, HCMV antiviral -23, AmpC inh detg -16%, AmpC no deterg -28% and HCV inh 34%[activator].
`CCCCNC(=O)C1(C)CCCCN1C(=O)c1csnn1` (stereo not drawn) gave AMA1-RON2 inh 12%, TbPYK inhibitor 3% and HCMV antiviral 8.

All compounds of this part, from the first entry:
`NC(=O)C1CCN(C(=O)CC2C(=O)NCCN2Cc2cccc(Oc3ccccc3)c2)CC1` (stereo not drawn) gave LmPK inhibitor -4%, AMA1-RON2 inh 4%, TbPYK inhibitor -9%, HCMV antiviral -39, AmpC inh detg -10%, AmpC no deterg 61%[activator] and HCV inh 13%.
Screening Cc1ccc(C)c(OCC(=O)Nc2ccncc2)c1 returned LmPK inhibitor 5%, AMA1-RON2 inh 4%, TbPYK inhibitor 0%, HCMV antiviral -23, AmpC inh detg -9%, AmpC no deterg -32% and HCV inh -24%.
`C[C@H]1CN([C@@H](C)CO)C(=O)c2cc(Br)cnc2O[C@H]1CN(C)S(=O)(=O)c1cccs1` gave AMA1-RON2 inh -5%, TbPYK inhibitor 7% and HCMV antiviral -4.
`COC(=O)c1ccc2nc(NC(=O)CSCC(=O)OCC(=O)c3ccccc3)sc2c1` gave LmPK inhibitor 1%, AMA1-RON2 inh 4%, TbPYK inhibitor 11%, HCMV antiviral -23, AmpC inh detg -16%, AmpC no deterg -28% and HCV inh 34%[activator].
`CCCCNC(=O)C1(C)CCCCN1C(=O)c1csnn1` (stereo not drawn) gave AMA1-RON2 inh 12%, TbPYK inhibitor 3% and HCMV antiviral 8.
Cc1ccc(-n2c([S-])c(C(=O)NC(C)c3ccccc3)[n+]3ccccc23)cc1 (stereo not drawn) was read as LmPK inhibitor 3%, AMA1-RON2 inh 1%, TbPYK inhibitor -33%, HCMV antiviral inconclusive, AmpC inh detg 3%, AmpC no deterg 18% and HCV inh -14%.
`Cc1ccc(C(=O)NC2(C(F)(F)F)NC(=O)N(c3ccc(Cl)cc3)C2=O)cc1` (stereo not drawn) gave LmPK inhibitor 2%, AMA1-RON2 inh 0%, TbPYK inhibitor -7%, HCMV antiviral 7, AmpC inh detg inconclusive, AmpC no deterg -22% and HCV inh -12%.
Screening CN1C(=O)C(=O)/C(=C(/O)c2ccccc2)C1c1ccc([N+](=O)[O-])cc1 (stereo not drawn) returned LmPK inhibitor 4%, AMA1-RON2 inh -4%, TbPYK inhibitor -4%, HCMV antiviral -21, AmpC inh detg -17%, AmpC no deterg -25% and HCV inh 5%.
CCCCn1c(N(CCOC(C)=O)C(C)=O)nc2ccccc21 was read as LmPK inhibitor 5%, AMA1-RON2 inh -2%, TbPYK inhibitor -13%, HCMV antiviral 34, AmpC inh detg 1%, AmpC no deterg -18% and HCV inh 11%.
`CN(C)C(=O)c1ccc(N=Nc2c(O)c3ccccc3[nH]c2=O)cc1` gave AMA1-RON2 inh 13%, TbPYK inhibitor -29%, HCMV antiviral 24 and HCV inh -7%.
For CC(C)(C)c1csc(NC(=O)C2COc3ccccc3O2)n1 (stereo not drawn) the results were LmPK inhibitor -3%, AMA1-RON2 inh -9%, TbPYK inhibitor -3%, HCMV antiviral 36, AmpC inh detg 2%, AmpC no deterg -36% and HCV inh -42%.
COC(c1ccccc1)c1c(-c2ccccc2)nn(C)c1Cl (stereo not drawn) was read as LmPK inhibitor 3%, AMA1-RON2 inh -1%, TbPYK inhibitor -1%, HCMV antiviral -23, AmpC inh detg -8%, AmpC no deterg 26% and HCV inh 1%.
Screening Cc1cc(N2CCC(C)CC2)c(F)cc1[N+](=O)[O-] returned LmPK inhibitor 0%, AMA1-RON2 inh -7%, TbPYK inhibitor 0%, HCMV antiviral -12, AmpC inh detg 2%, AmpC no deterg -25% and HCV inh 0%.
`CCOc1ccc(C(=O)Nc2cc(NC(=O)c3ccco3)ccc2OC)cc1Br` gave TbPYK inhibitor 3%, HCMV antiviral -3 and AmpC inh detg 4%.
`CCC(Sc1nc2ccccc2c2nc(CCc3c(C)n[nH]c3C)nn12)C(=O)Nc1ccccc1F` (stereo not drawn) gave TbPYK inhibitor 1%, HCMV antiviral -2 and AmpC inh detg 7%.
For Nc1nc(-c2cccnc2)nn1C(=O)c1ccco1 the results were LmPK inhibitor 4%, AmpC inh detg 3%, AmpC no deterg -21% and HCV inh 7%.
COC(=O)c1ccc(N2C(=O)CC(N3CCN(C(=O)c4ccco4)CC3)C2=O)cc1 (stereo not drawn) was read as LmPK inhibitor 1%, AMA1-RON2 inh 6%, TbPYK inhibitor -6%, HCMV antiviral 3, AmpC inh detg -4%, AmpC no deterg -10% and HCV inh -4%.
For COc1cc(/C=N/NC(=O)c2cc(-c3ccccc3Cl)nc3ccccc23)cc(OC)c1O the results were AMA1-RON2 inh 45%[activator], TbPYK inhibitor 2%, HCMV antiviral 32 and HCV inh -12%.
Screening CN(C)Cc1cc(O)c(CN(C)C)cc1O returned LmPK inhibitor -4%, AMA1-RON2 inh inconclusive, TbPYK inhibitor -26%, HCMV antiviral -33, AmpC inh detg 3%, AmpC no deterg -17% and HCV inh 14%.
Screening Cc1cc2nnc(SC3CCOC3=O)n2c2ccccc12 (stereo not drawn) returned LmPK inhibitor 5%, AMA1-RON2 inh 30%, TbPYK inhibitor inconclusive, HCMV antiviral -29, AmpC inh detg -11%, AmpC no deterg 15% and HCV inh 17%.
For COc1ccccc1NC(=O)Cn1c(=O)n(CCc2ccccc2)c(=O)c2sc3ccccc3c21 the results were TbPYK inhibitor 0%, HCMV antiviral -20 and AmpC inh detg -13%.
COc1ccc(C(=O)Nn2c(SCC(=O)NC3CCCCC3)nc3ccccc3c2=O)cc1 was read as LmPK inhibitor inconclusive, AMA1-RON2 inh -14%, TbPYK inhibitor 2%, HCMV antiviral -3, AmpC inh detg -7%, AmpC no deterg -23% and HCV inh 4%.
Screening O=C(CN(C(=O)CCC(=O)Nc1nccs1)c1ccccc1F)NCc1ccc(F)cc1 returned LmPK inhibitor 1%, AMA1-RON2 inh 0%, TbPYK inhibitor 2%, HCMV antiviral -26, AmpC inh detg 4%, AmpC no deterg -31% and HCV inh inconclusive.
`CN(C)c1ccc(CNC(=O)C2(C)Cc3c(-c4ccccc4)ccnc3O2)cc1` (stereo not drawn) gave AMA1-RON2 inh 28µM*, TbPYK inhibitor -10% and HCMV antiviral -4.
`C[C@@H]1CN([C@@H](C)CO)C(=O)c2cc(NC(=O)CCN3CCOCC3)ccc2O[C@@H]1CN(C)C(=O)Nc1ccccc1` gave AMA1-RON2 inh 13%, TbPYK inhibitor -8%, HCMV antiviral -25, AmpC no deterg 77%[activator] and HCV inh 8%.
`Cn1ccc(-c2cc(C(=O)O)c3ccccc3n2)n1` gave LmPK inhibitor 3%, AMA1-RON2 inh -6%, TbPYK inhibitor -6%, HCMV antiviral -17, AmpC inh detg 2%, AmpC no deterg -21% and HCV inh -23%.
`CC(C)c1ccc(NC(=O)N2C[C@H]3C[C@@H](C2)c2cccc(=O)n2C3)cc1` gave LmPK inhibitor -10%, AMA1-RON2 inh 10%, TbPYK inhibitor -4%, HCMV antiviral 6, AmpC inh detg 9%, AmpC no deterg 9% and HCV inh 31%[activator].
Nc1ccc(Oc2ccc(N)c([N+](=O)[O-])c2)cc1[N+](=O)[O-] was read as AMA1-RON2 inh -18%, TbPYK inhibitor -5% and HCMV antiviral -32.
`N#Cc1c2ccc(OCC(N)=O)cc2n2ccccc12` gave LmPK inhibitor -6%, AMA1-RON2 inh -3%, TbPYK inhibitor 1%, HCMV antiviral -14, AmpC inh detg 0%, AmpC no deterg 2% and HCV inh 13µM*.
Screening COc1cc(C(=O)OCC(=O)N2CC(C)OC(C)C2)cc(OC)c1OC (stereo not drawn) returned LmPK inhibitor -2%, AMA1-RON2 inh 3%, TbPYK inhibitor -1%, HCMV antiviral -25, AmpC inh detg -15%, AmpC no deterg 1% and HCV inh 5%.
N#C/C(=C\c1ccc(/C=C(/C#N)c2nn(CCO)c(N)c2C#N)cc1)c1nn(CCO)c(N)c1C#N was read as LmPK inhibitor 0%, AMA1-RON2 inh -8%, TbPYK inhibitor -6%, HCMV antiviral inconclusive, AmpC inh detg inconclusive, AmpC no deterg -12% and HCV inh -5%.
For CC(C)(C)C1CCN2CCCC(c3ccccc3)(C1)C2=O (stereo not drawn) the results were AMA1-RON2 inh 0%, TbPYK inhibitor 4% and HCMV antiviral -12.
O=C(NCCC1=CCCCC1)c1cc(COc2ccc(F)cc2Cl)on1 was read as LmPK inhibitor -4%, AMA1-RON2 inh 46%[activator], TbPYK inhibitor -6%, HCMV antiviral -20, AmpC inh detg inconclusive, AmpC no deterg -17% and HCV inh inconclusive.
C[C@@H]1CN([C@@H](C)CO)C(=O)c2cccc(NC(=O)C3CCCCC3)c2O[C@@H]1CN(C)C(=O)NC1CCCCC1 was read as AMA1-RON2 inh -2%, TbPYK inhibitor 6%, HCMV antiviral -16, AmpC no deterg 298%[activator] and HCV inh 1%.
COc1ccc(NC(=O)Cn2nnc(-c3nc(-c4ccncc4)no3)c2N)cc1OC was read as TbPYK inhibitor 0%, HCMV antiviral 13 and AmpC inh detg 19%.
